Screens (PubChem)
PGE2 EP2 inh = blocks the human prostaglandin E2 receptor EP2 | C6 glioma cells expressing human EP2, cAMP TR-FRET; cells stimulated with saturating PGE2 | inhibition, % at 25 µM | P43116 | 260,000 compounds, 0.52% hits;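 active = percent inhibition above 40 after rounding to a whole number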;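 note: rat C6 glioma host cells with rolipram phosphodiesterase inhibitor present; the protocol text gives 20 µM as final concentration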
S1P4 ag = activates the human S1P4 receptor. AID 1509. activation, % at 4.98 µM. 220,000 compounds, 0.35% hits. S1P4-expressing cell line, agonist reporter assay; in the data active = activation above about 11%;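 note: 0% = DMSO vehicle and 100% = reference agonist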
EP2 mod = modulates human prostaglandin E2 receptor EP2 signaling. induction, % at 25 µM. EP2-expressing cells, cAMP HTRF FRET, PGE2 co-stimulation. AID 940. 260,000 compounds, 0.83% hits;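 active = compounds whose cAMP rise, as percent of the full-agonist control response, exceeds 60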;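 note: rat C6 glioma line stably carrying human EP2 under a CMV promoter; the protocol text gives 20 µM as final concentration; 100% = response of wells given 1 µM PGE2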
p97 ATPase inh = human p97 ATPase inhibition. P55072. recombinant p97 ATPase, Kinase-Glo ATP luminescence, 3 h. inhibition, % at 8 µM. 220,000 compounds, 0.42% hits. AID 1481; in the data active = inhibition above about 15%;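 note: 0% = DMSO vehicle and 100% = wells lacking enzyme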
Target sequence (P55072 whole entry, looked up): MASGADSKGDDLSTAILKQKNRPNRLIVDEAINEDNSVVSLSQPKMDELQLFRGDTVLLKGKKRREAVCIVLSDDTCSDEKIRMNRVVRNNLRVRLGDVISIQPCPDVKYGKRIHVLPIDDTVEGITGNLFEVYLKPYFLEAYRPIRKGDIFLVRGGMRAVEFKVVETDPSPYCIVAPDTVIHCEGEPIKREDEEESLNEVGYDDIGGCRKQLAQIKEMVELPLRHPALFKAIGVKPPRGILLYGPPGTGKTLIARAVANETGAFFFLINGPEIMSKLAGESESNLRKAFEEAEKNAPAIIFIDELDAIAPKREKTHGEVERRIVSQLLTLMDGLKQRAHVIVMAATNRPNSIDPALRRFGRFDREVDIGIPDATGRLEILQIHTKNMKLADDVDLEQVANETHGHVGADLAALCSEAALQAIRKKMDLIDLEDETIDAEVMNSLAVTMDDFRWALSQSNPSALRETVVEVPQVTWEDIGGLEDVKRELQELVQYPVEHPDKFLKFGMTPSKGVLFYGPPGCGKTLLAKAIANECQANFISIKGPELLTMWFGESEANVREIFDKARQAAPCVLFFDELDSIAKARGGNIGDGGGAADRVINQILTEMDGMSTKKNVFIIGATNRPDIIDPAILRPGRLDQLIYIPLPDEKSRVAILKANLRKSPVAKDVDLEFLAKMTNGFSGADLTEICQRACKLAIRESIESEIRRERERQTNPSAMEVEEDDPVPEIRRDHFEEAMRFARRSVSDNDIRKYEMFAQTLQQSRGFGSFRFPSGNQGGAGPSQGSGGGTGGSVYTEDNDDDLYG
NPY-Y1 antag = blocks the human neuropeptide Y Y1 receptor. HEK293-CNG Y1 cells, membrane potential fluorescence; NPY at EC95, then isoproterenol. inhibition, % at 3.6 µM. 200,000 compounds, 1% hits. AID 1040;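 active = inhibition above the campaign mean inhibition of all tested compounds plus 3 SD, cut at about 20% in these data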;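 note: 0% = DMSO wells given NPY plus isoproterenol and 100% = isoproterenol alone without NPY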
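Material: HEK293 cells with Y1 receptor plus CNG channel; times: compound incubation 1 h at room temperature, readout 45 min post-stimulation; signal: fluorescence, membrane potential probe; read-out basis: fluorescence ratio normalized to % inhibition between controls; benchmarks: full-block control isoproterenol-only wells, zero-block control NPY plus isoproterenol wells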
eIF4E 4G PPI = blocks eIF4E binding to eIF4G; P63073+Q04637; TR-FRET eIF4E-eIF4GI(517-606) binding, 2 h; inhibition, % at 21.7 µM; 220,000 compounds, 0.37% hits; AID 782;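 active = inhibition above about 30%, limit read from the data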;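 note: 0% = full FRET control wells and 100% = background wells lacking eIF4GI fragment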
S1P4 antag = human S1P4 receptor antagonism; inhibition, % at 4.98 µM; S1P4-expressing cells, antagonist mode, reporter read-out; O95977; 220,000 compounds, 0.26% hits; in the data active = inhibition above about 29%;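 note: 0% = wells stimulated with agonist and 100% = vehicle wells without agonist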
NPY-Y2 PAM-ag = potentiators or agonists of human neuropeptide Y receptor Y2; cells expressing NPY-Y2, potentiator/agonist read-out; P49146; 220,000 compounds, 0.45% hits; activation, % at 3.6 µM; AID 1359; in the data active = activation above about 27%;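 note: cells stimulated with NPY near EC25 plus isoproterenol at EC100; 0% = vehicle plus submaximal agonist and 100% = vehicle plus saturating agonist; some results beyond the cut were filed as inactive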
NPY-Y1 PAM-ag = human NPY-Y1 potentiation or agonism, primary screen; P25929; NPY-Y1 expressing cells, potentiator/agonist activation; activation, % at 3.6 µM; 220,000 compounds, 0.37% hits; AID 1304; in the data active = activation above about 33%, passing the limit was not always enough;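 note: cells stimulated with NPY at EC10 then isoproterenol at EC100; 0% = low agonist plus stimulus and 100% = saturating agonist plus stimulus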
* = called active by the depositor; · = not tested or not shown; & = joins results of further samples; [ ] = remark or other dose. These rows are one share of the data; the hit share may differ from the screen's.

SMILES	PGE2 EP2 inh	S1P4 ag	EP2 mod	p97 ATPase inh	NPY-Y1 antag	eIF4E 4G PPI	S1P4 antag	NPY-Y2 PAM-ag	NPY-Y1 PAM-ag
CSCCC(NC(=O)c1ccc(Cl)cc1)C(=O)OCC(=O)Nc1cc(Cl)ccc1C (configuration not stated)	4.6	1.0	-1.3	1.2	3.1	-0.2[fluorescence artefact?]	-0.7	2.8	-30.8
COc1ccccc1C1CC(c2ccco2)=NN1S(C)(=O)=O (configuration not stated)	15.6	30.1*	36.4	5.3	5.8	1.0	-13.0	10.8	7.3
CCOC(=O)C1CCCN(C(=O)Cn2nc(Cc3cccnc3)c3ccccc3c2=O)C1 (configuration not stated)	8.0	-5.3	3.3	1.9	2.5	0.6	8.1	11.7	12.5
OCCC1CN(Cc2cccn2-c2cccnc2)CCN1Cc1ccc(F)cc1 (configuration not stated)	5.6	1.5	-16.1	0.2	1.7	-2.0	-15.5	-8.5	3.7
Cc1ccc(-c2c[nH]c(=S)n2-c2ccccc2F)cc1	4.4	-1.3	21.9	3.4	-1.2	0.1	-1.7	7.5	15.7
CCC12CN3CCN(CC(C3)/C1=N\NC(=O)c1ccc(F)cc1)C2	4.5	0.0	23.6	3.2	-1.0	-1.4	-7.3	5.2	-1.6
CCOc1ccc(CCN2C(=O)CCC2(C)C(=O)NC(C)CC)cc1OCC (configuration not stated)	9.3	2.9	-2.0	-1.9	10.0	-4.5	-21.5	5.4	-1.6
CCc1ccc(-c2nc(CN3CCC(C(=O)N4CCN(c5ccccn5)CC4)CC3)c(C)o2)cc1	·	-1.6	-11.1	1.9	13.3	3.0	9.8	-8.6	-24.7
CC1Cc2ccccc2N1C(=O)CSc1nnc(CSc2ncccn2)n1C (configuration not stated)	1.6&7.7	-0.9	-16.5&-7.1	3.9	1.2	7.7	-10.1	8.0	19.9
CC(C)(C)c1ccc(C(=O)O)c(C(=O)c2ccc(C(=O)O)cc2)c1	7.2	-1.3	22.1	-0.6	·	-0.3	-1.7	-5.3	-3.7
CCN1CCN(C(=O)Cn2nc(-c3ccc(Cl)cc3)ccc2=O)CC1	3.0	-1.6	-5.7	-4.2	3.8	-0.2	-6.0	-16.0	1.4
Cc1ccc2c(CC(=O)Nc3ccc(N4CCN(C)CC4)cc3C)coc2c1	6.7	1.3	-14.0	-1.3	-3.0	-7.7	-32.8	1.7	11.1
O=c1cc(N2CCN(c3ccccc3)CC2)[nH]c(=O)n1Cc1ccc(F)cc1	7.9	5.5	-2.1	8.9	3.7	1.2[fluorescence artefact?]	-5.7	-1.8	1.7
COc1ccc(NC(=O)c2oc3ccccc3c2C)c(OC)c1	13.7	0.7	24.7	2.3	8.4	-11.7	-15.0	-13.7	-40.7
CN(C)c1ccc(C(=O)c2ccccc2C(=O)O)cc1[N+](=O)[O-]	5.3	-0.1	38.9	5.4	2.9	-2.5	10.9	4.0	2.8

Some of the entries above in a different format:
Fields: PGE2 EP2 inh, S1P4 ag, EP2 mod, p97 ATPase inh, NPY-Y1 antag, eIF4E 4G PPI, S1P4 antag, NPY-Y2 PAM-ag, NPY-Y1 PAM-ag
- OCCC1CN(Cc2cccn2-c2cccnc2)CCN1Cc1ccc(F)cc1 (configuration not stated)
  5.6, 1.5, -16.1, 0.2, 1.7, -2.0, -15.5, -8.5, 3.7
- Cc1ccc(-c2c[nH]c(=S)n2-c2ccccc2F)cc1
  4.4, -1.3, 21.9, 3.4, -1.2, 0.1, -1.7, 7.5, 15.7
- CCC12CN3CCN(CC(C3)/C1=N\NC(=O)c1ccc(F)cc1)C2
  4.5, 0.0, 23.6, 3.2, -1.0, -1.4, -7.3, 5.2, -1.6
- CCOc1ccc(CCN2C(=O)CCC2(C)C(=O)NC(C)CC)cc1OCC (configuration not stated)
  9.3, 2.9, -2.0, -1.9, 10.0, -4.5, -21.5, 5.4, -1.6
- CCc1ccc(-c2nc(CN3CCC(C(=O)N4CCN(c5ccccn5)CC4)CC3)c(C)o2)cc1
  ·, -1.6, -11.1, 1.9, 13.3, 3.0, 9.8, -8.6, -24.7
- CC1Cc2ccccc2N1C(=O)CSc1nnc(CSc2ncccn2)n1C (configuration not stated)
  1.6&7.7, -0.9, -16.5&-7.1, 3.9, 1.2, 7.7, -10.1, 8.0, 19.9
- CC(C)(C)c1ccc(C(=O)O)c(C(=O)c2ccc(C(=O)O)cc2)c1
  7.2, -1.3, 22.1, -0.6, ·, -0.3, -1.7, -5.3, -3.7
- CCN1CCN(C(=O)Cn2nc(-c3ccc(Cl)cc3)ccc2=O)CC1
  3.0, -1.6, -5.7, -4.2, 3.8, -0.2, -6.0, -16.0, 1.4
- Cc1ccc2c(CC(=O)Nc3ccc(N4CCN(C)CC4)cc3C)coc2c1
  6.7, 1.3, -14.0, -1.3, -3.0, -7.7, -32.8, 1.7, 11.1
- O=c1cc(N2CCN(c3ccccc3)CC2)[nH]c(=O)n1Cc1ccc(F)cc1
  7.9, 5.5, -2.1, 8.9, 3.7, 1.2[fluorescence artefact?], -5.7, -1.8, 1.7

(listing goes on)
SMILES	PGE2 EP2 inh	S1P4 ag	EP2 mod	p97 ATPase inh	NPY-Y1 antag	eIF4E 4G PPI	S1P4 antag	NPY-Y2 PAM-ag	NPY-Y1 PAM-ag
O=C1CCC(=O)N1CN(C(=O)c1ccco1)c1ccccc1	15.1	1.6	26.6	6.2	-1.3	-3.6	-13.2	-2.0	13.2
Cc1ccc(C(=O)NS(=O)(=O)c2ccc(C)cc2)cc1	17.1	0.8	19.5	8.8	·	0.8	-11.2	-28.7	-5.0
Cn1c(SCC(=O)NCc2ccco2)nnc1-c1ccc(S(=O)(=O)N2CCOCC2)cc1	7.8	-0.9	-0.3	3.3	4.3	7.8[fluorescence artefact?]	-28.9	23.3	-8.2
CC(=O)Nc1ccc(NC(=O)c2c(C)nc3ccccn23)cc1	5.0&5.2	0.5	-30.9&-12.6	-0.5	-0.8	5.2	1.6	0.9	10.6
CNc1nc(C)c(C#N)cc1C(C)=O	8.6	-0.3	18.6	4.1	2.3	7.3	-6.6	14.9	8.1
Cc1cc(N)nc2nc(C(F)(F)F)nn12	4.6	-0.1	-33.8	0.0	0.3	2.1	-2.9	-1.2	-9.4
O=c1[nH]c2ccc(N=Cc3c(O)ccc4cc(Br)ccc34)cc2[nH]1	2.9	-1.1	2.1	3.0	4.0	4.5	-1.0	4.8	-4.0
Cc1cc[n+](-c2[nH]c(=O)sc2/C=N/N=C(\[O-])CCn2c3ccccc3c3ccccc32)cc1	12.1	3.3	-23.0	0.4	·	4.6	0.3	12.6	-1.1
COCCNC(=O)CSc1nc2ccc(N3CCOCC3)cc2c(=O)n1CCc1ccccc1	5.3	-0.8	-28.4	-1.8	-1.7	0.0	-8.0	7.0	7.5
CC(=O)OC1COC(N2CCc3cc(Br)c([N+](=O)[O-])cc32)C(OC(C)=O)C1OC(C)=O (configuration not stated)	8.9	-3.3	19.4	-3.2	2.1	0.2	23.2	-9.9	-7.0
Cc1ccc(N2C(=O)CN(Cc3cccs3)C2=S)cc1C	6.6	-0.6	-18.1	5.0	-6.8	-0.1	4.7	14.4	24.0
O=C(CN1C(=O)CCC1=O)Nc1nc2c(F)cc(F)cc2s1	12.3	-1.9	·	0.5	1.1	·	-18.8	-9.1	-1.1
NC(=O)c1c(NC(=O)CSc2nc3c(c(C(F)(F)F)n2)CCc2ccccc2-3)sc2c1CCCC2	14.0	-2.0	37.3	-4.2	2.7	10.3	-14.8	-4.4	-22.6
Cn1ccnc1Sc1ccc(C(N)=O)cc1[N+](=O)[O-]	0.8	-0.4	25.1	1.0	3.1	-0.4	-2.3	-3.6	0.5
Cc1ccc(CN2CCN(Cc3ccc4ncccc4c3)CC2CCO)cc1 (configuration not stated)	8.7	0.0	-2.5	1.3	4.8	-1.8	1.3	3.6	1.8
COc1ccc(N(C)C(=O)c2cnc(N3CCN(c4ncccn4)CC3)c3ccccc23)cc1	·	0.3	5.9	0.6	-4.3	-13.8[fluorescence artefact?]	-12.7	12.6	-9.5
Cc1cc2oc(=O)c3c(c2cc1OCc1nn[nH]n1)CCCC3	3.4	2.3	33.5	-1.1	11.1	2.7	-4.8	-8.0	11.7
COC(=O)COc1ccc(S(=O)(=O)Nc2ccc3c(c2)OCO3)cc1	5.8	0.6	8.2	3.3	3.2	55.4*[fluorescence artefact?]	25.4	2.0	0.0
O=C(Cc1ccc(-c2ccccc2)cc1)NNC(=S)NCc1ccco1	6.9	-0.6	24.1	0.0	-5.5	0.8	-10.7	-3.2	17.9
CCCCCC[n+]1c(-c2ccccc2)csc1Nc1ccccc1	6.6	3.8	20.3	7.6	-0.4	3.4	-18.8	-2.2	-2.6
CCN1C(=O)/C(=C\c2ccc(F)cc2)N=C1SCC(=O)NCc1ccco1	5.8	-0.6	8.2	4.5	1.1	14.1[fluorescence artefact?]	-7.9	1.8	5.9
Cc1ccc(S(=O)(=O)N2CCN(C(=O)CSc3nc4ccccc4c(=O)[nH]3)CC2)c(C)c1	-0.6	-1.2	-7.9	2.9	2.0	-1.7[fluorescence artefact?]	-22.2	11.0	-0.1
Cn1ccc(C(=O)OCC(=O)Nc2cccc3ccccc23)n1	13.1	2.0	-11.9	5.8	-1.4	0.3	-17.2	-12.8	8.1
C=CCNC(=O)c1onc(CSc2ccc(F)c(F)c2)c1C(=O)O	12.0	0.2	0.9	1.6	20.0	4.2[fluorescence artefact?]	-5.8	-35.4	-38.7
O=c1c2cnn(-c3ccccc3)c2ncn1/N=C/c1ccncc1	·	-0.3	·	-5.7	4.7	·	-0.4	8.8	-2.5
COc1ccccc1NC(=O)C1CCC(CNc2c(N3CCCCC3)c(=O)c2=O)CC1 (configuration not stated)	2.8	1.6	-12.7	-3.5	·	-2.9	4.7	-17.3	-17.4
COc1ccc(NC(=O)Cn2nnc(-c3ccccc3NC(=O)c3cccs3)n2)cc1	3.4	3.0	-2.9	9.5	-0.4	-15.1	-27.3	-2.5	1.7
CC1CCN(CCCNC(=O)C2CCN(S(=O)(=O)N3CCCCC3)CC2)CC1	19.4	1.4	-15.4	2.8	-1.2	0.5	-8.0	19.3	-10.6
CCOC(=O)c1sc(C)c2c(=O)n(CCc3ccccc3)nnc12	28.2	0.5	34.8	0.0	5.2	7.9	-14.2	-2.0	-9.4
CN(C)c1ccc(C2CNC(c3ccc(Cl)c([N+](=O)[O-])c3)c3[nH]c4ccccc4c32)cc1 (configuration not stated)	6.9	1.4	-8.9	7.8	·	-4.6	2.0	23.3	33.9
CCCC(=O)c1cc(F)c(N2CCN(CCC#N)CC2)cc1C	6.3	1.3	-16.0	0.4	-6.8	0.1	0.1	8.8	1.7
Cc1cc(C)c(C)c(S(=O)(=O)NCc2ccc(C(=O)N3CCCCC3)cc2)c1C	15.3	-0.2	24.7	-8.9	17.6	-7.6[fluorescence artefact?]	0.2	-13.8	-19.3
COC(=O)c1ccccc1S(=O)(=O)NC(=O)c1ccccc1	8.5	0.9	21.7	-2.6	2.7	-3.4[fluorescence artefact?]	-23.3	7.4	3.6
O=C(c1ccccc1)c1nn(-c2ccc(Cl)cc2)cc1C(=O)c1cc2ccccc2oc1=O	·	2.0	29.3	1.2	0.2	17.1	-14.3	-6.3	-23.7
CCCCn1c(CN2CCN(CCO)CC2)nc2ccccc21	4.8	0.0	-8.1	-4.5	6.5	-1.5	-14.8	-1.3	-23.4
Cc1ccc(-c2sc(C)nc2CC(=O)O)cc1	11.4	-1.1	5.8	2.9	3.3	0.5[fluorescence artefact?]	-6.0	7.2	-3.1
